hcGAS inh = human cGAS inhibition | recombinant h-cGAS, ATP depletion, Kinase-Glo luminescence | Q8N884 | inhibition, % at 12.5 µM | hit rate 0.081% among 290,000;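 note: 0% = vehicle reaction and 100% = reaction without DNA for no activity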
Target sequence (Q8N884 whole entry, looked up): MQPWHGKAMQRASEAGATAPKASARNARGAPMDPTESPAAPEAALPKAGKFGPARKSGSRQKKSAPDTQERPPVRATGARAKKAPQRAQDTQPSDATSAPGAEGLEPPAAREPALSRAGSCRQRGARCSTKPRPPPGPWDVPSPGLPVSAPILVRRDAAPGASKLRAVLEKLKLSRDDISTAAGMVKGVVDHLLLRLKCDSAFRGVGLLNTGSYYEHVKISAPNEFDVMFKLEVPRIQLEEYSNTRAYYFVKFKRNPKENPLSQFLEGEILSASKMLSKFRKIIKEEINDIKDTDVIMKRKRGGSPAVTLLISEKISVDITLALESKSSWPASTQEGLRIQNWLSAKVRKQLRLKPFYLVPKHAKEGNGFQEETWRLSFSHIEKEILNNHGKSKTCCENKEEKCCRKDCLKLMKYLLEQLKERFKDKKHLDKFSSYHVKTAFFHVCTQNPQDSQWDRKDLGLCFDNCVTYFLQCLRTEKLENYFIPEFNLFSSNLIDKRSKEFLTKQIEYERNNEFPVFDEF
mcGAS inh = inhibitors of mouse cGAS | hit rate 0.15% among 160,000 | Q8C6L5 | recombinant cGAS, Kinase-Glo ATP depletion luminescence | inhibition, % at 12.5 µM;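 note: 0% = negative control wells and 100% = reference inhibitor with no enzyme activity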
NPYLR7 ag = mosquito NPYLR7 agonism. hit rate 0.15% among 270,000. activation, % at 10 µM. HEK293T NPYLR7/Galpha15, GCaMP6s calcium fluorescence; in the data active = activation above about 40%;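 note: 0% = vehicle and 100% = reference agonist at the receptor; some compounds past the cut are filed as inactive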
Starred values were filed as active, the others as inactive; . = no result given; & = joins results of further samples. Cut-off read from the data, not from the text of the source, unless noted: active = inhibition above about 40%; inactive = the rest.

nr | Compound | hcGAS inh | mcGAS inh | NPYLR7 ag
1 | Cc1nnc(CNC(=O)C2CCC(=O)N(CCc3ccc(Cl)cc3)C2)o1 (centres undefined) | 7 | . | -3
2 | O=C(NN=C1CCc2ccccc21)C1COc2ccccc2O1 (centres undefined) | -7 | -5 | 2
3 | CCCn1c(C)cc(/C=C/C(=O)Nc2ccccc2)c1C | -8 | -16 | 5
4 | O=C(Nc1ccc(N2CCN(C(=O)CCC3CCCC3)CC2)nc1)c1ccco1 | -7 | -6 | 6
5 | CCCCc1ccc(C(=O)N2CCC3(CC2)NC(=O)c2cc(F)c(F)cc2N3)cc1 | -5 | -5 | 2
6 | CCOC(=O)c1c(NC(=O)c2ccc(C)cc2)sc(C(=O)Nc2ccccc2C(F)(F)F)c1C | -7 | -4 | -9
7 | CN(C[C@@H]1[C@H](O)[C@@H]2O[C@H]1c1ccccc12)C(=O)c1cc2ccccc2s1 | 8 | 5 | 0
8 | COC(=O)c1ccc(CNC(=O)c2cc(COc3ccc(Cl)cc3OC)on2)cc1 | 0 | . | -1
9 | CN(C)c1ccc(/C=N\Nc2ncnc3nc[nH]c23)cc1 | -20 | . | 14
10 | COc1cccc([C@@H]2CCN(Cc3cccn3-c3nccs3)C[C@H]2O)c1 | -1 | . | 0
11 | CC1=NC2=C(C(=O)CCC2)C(c2coc3ccccc3c2=O)C1C(=O)OC1CCCC1 (centres undefined) | -1 | -6 | -6
12 | Cc1nc(C)n(CC2CN(C(=O)C3CCCN(C(=O)C(C)C)C3)CCO2)n1 (centres undefined) | 2 | . | 4
13 | CC(C)CCC(C)NC(=O)c1cc2c(cc1Cl)N1CCCCCC1=NS2(=O)=O (centres undefined) | -1 | . | 9
14 | COc1ccccc1NC(=O)CSc1nc(N)c(NC(=O)c2ccc(C)cc2)c(=O)[nH]1 | -1 | -4 | -3
15 | CCN(CC)CCCn1c(SCC(=O)NCCCOC)nc2ccccc2c1=O | -6 | . | -1
16 | O=C(Nc1ccc2c(c1)OCO2)N1CCN(C(c2ccccc2)c2ccc(Cl)cc2)CC1 (centres undefined) | 0 | -4 | 0
17 | Cc1nnsc1CN(C)Cc1ccc(-n2cncn2)cc1 | 0 | -15 | 4
18 | COc1cc2c(cc1OC)C(c1c(F)cccc1Cl)N(C(=O)c1ccc(SC(F)(F)F)cc1)CC2 (centres undefined) | -2 | -4 | 24
19 | CC(C)(C)C(=O)CSc1nnc(Cn2ccc(=O)[nH]c2=O)o1 | -5 | -8 | -4
20 | Cc1cc(C)n2c(NC(C)(C)CC(C)(C)C)c(-c3cccc(C)n3)nc2c1 | -5&-4 | -7&-7 | 15&-6
21 | COc1cccc(C(=O)N(CCN2CCOCC2)Cc2nccn2Cc2ccc(Cl)cc2Cl)c1 | -1 | -5 | 0
22 | COCc1c(C(=O)Nc2cccc(C(=O)OC)c2)oc2ccccc12 | 1 | -1 | 5
23 | CCC(=O)C1=C(c2ccc(C(C)(C)C)cc2)N(C(=O)CC)n2cnnc2S1 | -13 | . | 3
24 | Cc1nn(-c2ccc(N3CCN(C(=O)c4cc(F)c(F)cc4Cl)CC3)nn2)c(C)c1C | -7 | -8 | -4
25 | O=C1OCCC1N1CCC(c2ccnn2CCO)CC1 (centres undefined) | -17 | . | 5
26 | CCc1ccc(-c2nc(SCC(=O)N(C)C3CCS(=O)(=O)C3)n[nH]2)cc1 (centres undefined) | -13 | . | 1
27 | CC1(C(=O)Nc2nccs2)CCN1C(=O)CC(c1ccccc1)c1ccccc1 (centres undefined) | -9 | -5 | 8
28 | CCCC1C(C)CCCN1C(=O)c1ccc(Cl)s1 (centres undefined) | -4 | . | 4
29 | COC(=O)[C@@H]1C[C@H](NS(=O)(=O)c2cc(OC)ccc2OC)CN1C | -4 | -17 | 3
30 | O=C(CSc1ncnc2c1nnn2Cc1ccc(F)cc1)NCc1ccccc1Cl | 1 | 5 | -1
31 | O=C(CCc1nnc(-c2ccccc2)o1)NNC(=O)c1ccc(O)cc1 | -4 | 0 | 3
32 | CO[C@H]1C[C@@H]2C[C@H](c3ccccn3)OC[C@]2(O)[C@@H]1N1CCN(c2ncccn2)CC1 | 0 | -6 | -3
33 | CCn1c(CN2CCN(Cc3cc(OC)cc(OC)c3)C(CCO)C2)nc2ccccc21 (centres undefined) | 1 | . | -7
34 | COCCc1noc(C2CCCN(Cc3[nH]nc4cc(OC)ccc34)C2)n1 (centres undefined) | 4 | . | 1
35 | COc1ccc(NC(=O)c2nnn(Cc3nc(-c4ccccc4OC)oc3C)c2C)cc1 | -7 | -7 | 8
36 | Cc1oc(C)c(-c2ccoc2)c1C(=O)Nc1ccc2c(c1)CCC2 | -6 | -3 | -3
37 | Cc1cn2c3c(=O)n(Cc4ccc(F)cc4)c(=O)n(C)c3nc2n1CC1CCCO1 (centres undefined) | -7 | . | 0
38 | O=c1[nH]c(=O)n(-c2ccccc2)[nH]1 | -3 | . | -2
39 | CC(C)CNC(=O)C(=O)NCCCc1ccc(N(C)C)cc1 | -2 | . | -8
40 | O=c1c2c3c(sc2[nH]c(=S)n1Cc1ccco1)CCC3 | 13 | . | 0
41 | CCC(Sc1nc2c(c(=O)[nH]1)CCC2)C(=O)NC1CCCCC1 (centres undefined) | -13 | -5 | .
42 | O=C1C(NS(=O)(=O)c2ccccc2)=C(n2ccnc2)C(=O)c2ccccc21 | -5 | . | 13
43 | CC(CNC(=O)c1cnc2c(c1)c(=O)n(C)c(=O)n2C)c1ccccc1 (centres undefined) | -8 | . | 0
44 | Cc1ccc(-c2cc3c(SCC(=O)Nc4ccc(C)c(F)c4)nccn3n2)cc1 | -3 | -6 | 2
45 | CCc1nc(CN2CCN(CCn3cncn3)CC2)c(C)[nH]1 | -3 | . | 8
46 | COCc1c(Br)c(C)nc(OCC(=O)N/N=C\c2cc(C)n(-c3ccc(I)c(C)c3)c2C)c1C#N | -3 | 0 | -2
47 | CCS(=O)(=O)NCCn1c(-c2ccccc2C)noc1=O | -8 | -15 | 4
48 | COC(=O)c1ccc(C(=O)NCc2ccc(-c3ncc(-c4cc(OC)ccc4OC)[nH]3)cc2)cc1 | 2 | 1 | -7
49 | CCOc1ccc(N2CCCn3c2nc2c3c(=O)[nH]c(=O)n2C)cc1 | -1 | -5 | 2
50 | CCn1c(C2CCCN(C(=O)CCc3nc4ccccc4[nH]3)C2)n[nH]c1=O (centres undefined) | -3 | -16 | 9
51 | CC1CN(C(=O)OC(C)(C)C)CCN1C(=O)c1cccc(Cl)n1 (centres undefined) | -8 | . | 3
52 | Nc1nc(C(=O)O)nn1C12CC3CC(CC(C3)C1)C2 | 3 | . | 2
53 | Cc1c(C(=O)NCCC2CCCN(C)C2)[nH]c2ccc(F)cc12 (centres undefined) | -3 | -10 | 11
54 | CCc1ccc(CN2CCC(n3nccc3NC(=O)Cc3ccccc3)CC2)o1 | -5&-6 | . | 3
55 | COc1ccc(-c2cc(C(=O)NCCc3ccccn3)c(C)n2-c2ccc(C)cc2)cc1 | -5 | -5 | -4
56 | COc1ccc2c(c1)CCC(=Cc1ccccc1Br)C2=O | -7 | -5 | 2

Continuation:
nr | Compound | hcGAS inh | mcGAS inh | NPYLR7 ag
57 | COc1ccc(C(=O)NNc2nc3c(C)c(C)ccc3s2)cc1 | -8 | -9 | 4
58 | CC(OC1CC(=O)CC2C(=O)c3ccccc3C(=O)C12)c1ccccc1 (centres undefined) | -1 | . | -1
59 | CCCCNC(=O)CCN(c1nc(Cc2ccc(C)cc2)ns1)C(C)CC (centres undefined) | -4 | 0 | -8
60 | Clc1ccc(Nc2c(-c3c[nH]c4ccccc34)nc3cnccn23)cc1 | 0 | . | 1
61 | CCCc1nc(N(C)Cc2ccnc(C)c2)c2cnn(C)c2n1 | -2 | -13 | 0
62 | COc1ccc(NC(=O)N2CCN(CCCOC(c3ccc(Cl)cc3)c3ccc(Cl)cc3)CC2)cc1 | -6 | -7 | 3
63 | CCN(CC)Cc1c(O)ccc2c(=O)c(-c3ccccc3OC)coc12 | -3 | 0 | -1
64 | O=C1N(C2CCCCC2)C(c2ccccc2)=NC1(Nc1ncccn1)C(F)(F)F (centres undefined) | 0 | -6 | -11
65 | CCC(CC)C(=O)N[C@H]1[C@H](OC(C)=O)[C@@H]2O[C@H]1c1ccccc12 | -2 | -5 | 0
66 | CC(C)(C)c1nn2cnnc2n(/N=C\c2ccc(Cl)cc2Cl)c1=O | -11 | . | 5
67 | CC(CC(=O)Nc1nc2c(s1)COCC2)C(=O)c1cccc(F)c1 (centres undefined) | -8 | . | -2
68 | CCNC(=O)NC(=O)CN1CCCC(N(C)C(=O)OC(C)(C)C)C1 (centres undefined) | -7 | . | 3
69 | Cc1cc(C)n(CC2(CNC(=O)c3ccc(-c4ccn[nH]4)cc3)CC2)n1 | 1 | . | 5
70 | COc1cccc(Cc2nsc(N3CCC(C(=O)NCCc4ccc(OC)c(OC)c4)CC3)n2)c1 | -3 | -5 | -2
71 | C=C(C)C(O)(C(=C)C)c1ccc(CN(Cc2ccco2)Cc2ccc(C)s2)o1 | -2 | 0 | 0
72 | COC(=O)C(CC(C)C)NC(=O)c1ccc(Cl)c(S(=O)(=O)N2CCCCCC2)c1 (centres undefined) | -6 | . | 5
73 | CCOC(=O)c1ccc2c(c1)nc(SCc1cc(F)c(F)cc1F)n2CCCOC(C)C | 4 | 0 | 6
74 | COc1cccc(C(=O)n2cnnc2N)c1OC | -9 | . | 14
75 | Cc1nn2c(N3CCCC3)cc(C(C)(C)C)nc2c1-c1ccccc1 | 3 | 1 | -6
76 | O=C(NCC(F)(F)F)c1cncn1-c1cccc(-c2ccc(Oc3ccccc3)cc2)c1 | -5 | -5 | 1
77 | COc1cccc(CN2C(=O)N(CCC(C)C)C3(CCN(Cc4ccsc4)CC3)C2=O)c1 | -24 | -7 | 22
78 | Cc1[nH]c2ccccc2c1C(=O)C(C)OC(=O)Cn1[nH]c(=O)c2ccccc2c1=O (centres undefined) | -21 | . | 2
79 | COc1ccc(S(=O)(=O)NC(=O)/C=C/c2csc(C)n2)c(OC)c1 | -2 | . | 4
80 | CCc1noc(CSc2nc3ccccc3c(=O)n2CCOC)n1 | -7 | . | -2
81 | O=C(c1ccc(Cl)cc1)N(Cc1c(-c2ccccc2)noc1N1CCSCC1)C1CC1 | -6 | -7 | 2
82 | COc1cc(Br)c(CC(=O)N2CCC(=O)CC2)cc1OC | -6 | -15 | 3
83 | O=C(NCc1cc(-c2cc3ccccc3o2)on1)C1CC1 | -11 | -8 | 0
84 | CCN(Cc1cnc(-c2cccc3ccccc23)nc1)C1CCS(=O)(=O)C1 (centres undefined) | 0 | . | 17
85 | O=C(N=Nc1c(O)[nH]c2ccc(Br)cc12)c1ccc(Br)cc1 | -8 | -5 | -3
86 | O=C(Oc1coc(CSc2ncccn2)cc1=O)c1ccc(F)cc1 | -4 | -6 | -14
87 | O=C(CSc1nnc(Cc2ccccc2)n1-c1cccc(C(F)(F)F)c1)N1CCOCC1 | -7 | -7 | .
88 | O=C(NNC(=O)N1CCOC(c2cccc(Br)c2)C1)c1ccccc1 (centres undefined) | -10 | . | 9
89 | NS(=O)(=O)CCCC(=O)N1CCOC(c2ccc(Cl)c(Cl)c2)C1 (centres undefined) | -5 | . | 5
90 | O=C1N(Cc2cccc(F)c2)C(c2ccccc2)=NOC12CCC2 | -8 | . | -3
91 | CCCCn1nc(C(=O)Nc2ccccc2F)c2ccccc2c1=O | -2 | . | -6
92 | CN(Cc1ccccc1)c1ncccc1CNC(=O)c1ccnn1C | 1 | . | 2
93 | CCCCS(=O)(=O)NC(=O)C1(C)CCN1C(=O)CCc1ccccc1 (centres undefined) | -10 | . | 0
94 | CC#CC(=O)N1CCC(CCC(=O)NCCOC)CC1 | -2&-3 | . | 1
95 | CC1CN2C(=O)CN(C(=O)Nc3ccccc3OC(F)F)CC2c2ccccc21 (centres undefined) | -10 | -6 | 21
96 | COc1cc(CN2CCn3nc(C(=O)NCc4ccc(F)cc4)cc3C2=O)cc(OC)c1 | -2 | -3 | -3
97 | CCCc1nc(C)sc1C(=O)NCCc1c(-c2ccccc2)n(Cc2cc(C)ccc2C)c2ccccc12 | -4 | -6 | -5
98 | CCOC(=O)CN(C)C(=O)C1CCC(=O)N(CCc2ccc(OC)cc2)C1 (centres undefined) | -4 | . | 17
99 | Cc1ccccc1Nc1nnc(SCC(=O)NC2(C#N)CCCCC2)s1 | -6 | -6 | 4
100 | O=C(NC1CCN(C(=O)C2CCCCC2)CC1)C(OCC(F)(F)F)c1ccccc1 (centres undefined) | -8 | -16 | 12
101 | O=C(CN1CCN(C(=O)c2cc3cc(Cl)ccc3o2)CC1)Nc1ccc(F)cc1 | -7 | . | 8
102 | CC(C)c1ccc(C(=O)N(C)Cc2nc3ccsc3c(=O)[nH]2)cc1 | -14 | . | 0
103 | CC1(C(=O)NS(=O)(=O)c2cccc(F)c2)CCN1C(=O)c1ccco1 (centres undefined) | -5 | -4 | -4

Results in mcGAS inh and NPYLR7 ag (6 entries from above):
no.	mol	mcGAS inh	NPYLR7 ag
101	O=C(CN1CCN(C(=O)c2cc3cc(Cl)ccc3o2)CC1)Nc1ccc(F)cc1	.	8
102	CC(C)c1ccc(C(=O)N(C)Cc2nc3ccsc3c(=O)[nH]2)cc1	.	0
97	CCCc1nc(C)sc1C(=O)NCCc1c(-c2ccccc2)n(Cc2cc(C)ccc2C)c2ccccc12	-6	-5
99	Cc1ccccc1Nc1nnc(SCC(=O)NC2(C#N)CCCCC2)s1	-6	4
98	CCOC(=O)CN(C)C(=O)C1CCC(=O)N(CCc2ccc(OC)cc2)C1 (centres undefined)	.	17
100	O=C(NC1CCN(C(=O)C2CCCCC2)CC1)C(OCC(F)(F)F)c1ccccc1 (centres undefined)	-16	12

Complete entries from above.
Results for `COc1cc(CN2CCn3nc(C(=O)NCc4ccc(F)cc4)cc3C2=O)cc(OC)c1` = hcGAS inh: -2; mcGAS inh: -3; NPYLR7 ag: -3
Results for `CCn1c(CN2CCN(Cc3cc(OC)cc(OC)c3)C(CCO)C2)nc2ccccc21` (centres undefined) = hcGAS inh: 1; mcGAS inh: .; NPYLR7 ag: -7

Compound activity from PubChem.
